Screens as filed in PubChem BioAssay.
HKDC1 inhibitor – HKDC1 (human) hexokinase inhibition. Q2TB90. recombinant HKDC1, G6PDH/diaphorase resazurin coupled fluorescence. inhibition, % at 20 µM. actives 0.16% (n = 340,000). AID 493160;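 active = inhibition above about 35% when tested at 20 µM, limit read from the data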;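 also: plate controls were DMSO wells with enzyme for no effect and DMSO wells lacking enzyme for full effect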
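Material: recombinant HKDC1 hexokinase; Amount: HKDC1 at 5 µg/mL; Medium: Tris pH 8.0 buffer with MgCl2, Tween-20, BSA, BME; Schedule: 90 min reaction incubation at room temperature, dark; Technique: coupled resazurin fluorescence, excitation 525 nm, emission 613 nm.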
Apaf-1 inh – blocks human Apaf-1 apoptosome activity; O14727; reconstituted apoptosome caspase-3 activity, DEVD-Rh110 fluorescence; inhibition, % at 20 µM; actives 0.71% (n = 330,000); active = inhibition of at least 40% at 20 µM;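 also: plate controls were DMSO wells for no effect and DEVD-CHO caspase inhibitor wells for full effect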
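Material: reconstituted apoptosome with Apaf-1, cytochrome c, caspase-9, procaspase-3, dATP; medium: pH 7.5 Hepes buffer with CHAPS, BSA, DTT; also added: cytochrome c and DEVD-Rh110 substrate; timing: 30 min plus 50 min, RT; signal: Rh110 fluorescence intensity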
SENP7 block – inhibitors of human SENP7 protease. Q9BQF6. recombinant SENP7, Z-RLRGG-aminoluciferin luminescence, 40 min. inhibition, % at 5 µM. actives 1.5% (n = 330,000). AID 434973;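 active = inhibition above about 50% at the single test dose, limit read from the data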;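 also: plate controls were DMSO with enzyme for no effect and no enzyme buffer wells for full effect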
Target sequence (Q9BQF6 706-1050 limits assumed): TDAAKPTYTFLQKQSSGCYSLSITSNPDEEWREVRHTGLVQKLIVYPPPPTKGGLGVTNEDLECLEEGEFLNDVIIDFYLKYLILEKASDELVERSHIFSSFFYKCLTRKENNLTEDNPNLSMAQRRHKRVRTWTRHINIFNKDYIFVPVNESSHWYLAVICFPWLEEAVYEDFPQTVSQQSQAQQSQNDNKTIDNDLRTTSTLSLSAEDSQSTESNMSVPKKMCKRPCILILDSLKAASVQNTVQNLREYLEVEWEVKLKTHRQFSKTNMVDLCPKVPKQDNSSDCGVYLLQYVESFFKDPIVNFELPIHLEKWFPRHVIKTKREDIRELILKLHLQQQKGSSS
PfGluPho inh – PfG6PD (Plasmodium falciparum) enzyme inhibition | inhibition, % at 20 µM | PfGluPho enzyme, NADPH resazurin-diaphorase fluorescence | AID 504690 | actives 0.78% (n = 350,000);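 active = inhibition reaching at least a set limit at 20 µM in the primary screen, cut at about 59% in these data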;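 also: 0% = DMSO wells with substrate and 100% = DMSO wells lacking glucose-6-phosphate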
SENP1 FRET inh – inhibitors of human SENP1 SUMO protease catalytic domain | Q9P0U3 | recombinant SENP1 catalytic domain, CyPet-SUMO1-YPet FRET cleavage | inhibition, % at 10 µM | actives 0.21% (n = 360,000) | AID 624204;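 active = inhibition at least 30% at 10 µM, raw YFP signal under a set limit, fluorescence ratio 0.5 to 1.5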;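 also: 0% = enzyme with DMSO and 100% = no enzyme wells; some results filed as inactive read as strong as hits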
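Assay system: hSENP1 catalytic domain, recombinant. Amount: SENP1 enzyme, 20 pM final. Schedule: 50 min reaction, RT, dark. Technique: FRET, CFP and YFP emission. Control set: no-enzyme wells low, DMSO-plus-enzyme wells high control.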
SENP8 block-1 – SENP8 protease inhibition; Q96LD8; purified SENP8, Z-RLRGG-aminoluciferin cleavage, luminescence; inhibition, % at 10 µM; actives 1.2% (n = 330,000); AID 2540; in the data active = inhibition above about 50%
Target sequence (Q96LD8 whole entry, looked up): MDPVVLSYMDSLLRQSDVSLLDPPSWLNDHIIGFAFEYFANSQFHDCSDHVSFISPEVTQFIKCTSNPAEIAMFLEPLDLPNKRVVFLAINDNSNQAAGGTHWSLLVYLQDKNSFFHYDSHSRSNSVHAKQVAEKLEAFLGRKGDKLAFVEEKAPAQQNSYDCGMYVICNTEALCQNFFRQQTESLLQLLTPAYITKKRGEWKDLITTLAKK
SENP6 inh – inhibitors of human SENP6 protease. Recombinant SENP6 catalytic domain, aminoluciferin luminescence. Q9GZR1. actives 1.8% (n = 330,000). inhibition, % at 10 µM;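 active = inhibition above about 50% at the single tested dose, limit read from the data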;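 also: plate controls were DMSO wells with enzyme for no effect and DMSO wells lacking enzyme for full effect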
Target sequence (Q9GZR1 628-1112 limits assumed): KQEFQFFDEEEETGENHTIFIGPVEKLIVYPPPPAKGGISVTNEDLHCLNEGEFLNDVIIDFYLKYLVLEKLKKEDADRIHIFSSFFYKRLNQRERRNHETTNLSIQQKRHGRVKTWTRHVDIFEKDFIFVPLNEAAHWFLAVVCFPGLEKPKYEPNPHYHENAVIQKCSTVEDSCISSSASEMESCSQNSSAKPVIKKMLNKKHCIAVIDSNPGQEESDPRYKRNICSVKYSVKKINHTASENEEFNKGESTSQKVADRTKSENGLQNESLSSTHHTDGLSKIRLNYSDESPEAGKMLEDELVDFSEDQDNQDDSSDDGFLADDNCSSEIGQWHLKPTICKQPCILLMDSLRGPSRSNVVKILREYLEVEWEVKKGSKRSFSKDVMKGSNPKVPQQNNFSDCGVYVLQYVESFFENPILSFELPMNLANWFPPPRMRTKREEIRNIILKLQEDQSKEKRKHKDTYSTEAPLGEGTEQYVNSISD
SENP8 block-2 – inhibitors of human SENP8 protease. recombinant SENP8, Nedd8 substrate fluorescence. AID 602440. Q96LD8. inhibition, % at 20 µM. actives 0.64% (n = 360,000); in the data active = inhibition mostly above about 40%, no sharp cut-off; inactive = mostly below about 27%
* = called active by the depositor; i = inactive; . = no result given.

SMILES	HKDC1 inhibitor	Apaf-1 inh	SENP7 block	PfGluPho inh	SENP1 FRET inh	SENP8 block-1	SENP6 inh	SENP8 block-2
CC(=O)Nc1ccc(-c2nnc(SCC(=O)NCc3ccco3)n2C)cc1	0	4	-10	19	-2	-16	-1	22
O=C(Cn1cc(C(F)(F)F)ccc1=O)N/N=C/c1ccc(Cl)cc1Cl	-9	16	3	-10	-1	-1	0	31
COc1ccc(S(=O)(=O)N2CCN(C(=O)N(C)C)C2C)cc1 (stereo unspecified)	-6	2	0	4	-2	-4	-15	2
COc1ccc(C2Nc3ccccc3C(=O)N2Cc2ccccc2)cc1Cn1nnc2ccccc21 (stereo unspecified)	1	22	-9	0	-1	-13	-7	-258
O=C1c2ccccc2C(=O)N1CCCCSc1nnc(-c2ccc(OC(F)F)cc2)o1	2	34	-10	7	2	-7	-3	2
O=C(c1ccc(COc2ccc(Cl)cc2)cc1)N1CCCCC1	-7	10	75*	-12	1	63*	87*	16
Cc1nc2ccc(NC(=O)c3cncc(Br)c3)cc2s1	-2	-8	-5	44	-3	-4	0	25
O=C(NCc1ccccc1)c1ccc(C2SCC(=O)N2Cc2ccccc2)cc1 (stereo unspecified)	2	8	0	2	2	6	-4	24
CSc1ccccc1NC(=O)CSc1nncs1	-11	5	-5	-12	2	-9	-17	16
O=C(C1=C(O)C(=O)N(CCN2CCOCC2)C1c1cccnc1)c1cc2ccccc2o1 (stereo unspecified)	-13	-20	3	-6	-3	4	3	-24
O=S(=O)(c1ccccc1F)N1CCCc2ccccc21	-1	10	-3	37	0	-12	-14	20
COc1ccc2[nH]c(C)cc(=O)c2c1	-8	-4	-7	10	1	-1	-17	-199
CCc1ccccc1NC(=S)N1CCCCCC1	-1	-5	-5	0	4	-10	0	8
Cc1nn(Cc2ccc([N+](=O)[O-])cc2)c(=O)n1-c1cccc(F)c1	1	0	-6	-13	0	2	7	14
CCc1nnc(SCc2ccc(C(=O)OC)o2)n1N	-6	-2	1	4	2	-2	-15	-8
Cc1ccccc1N1CCN(Cc2ccc([N+](=O)[O-])o2)CC1	-2	4	-5	-1	0	-6	-41	17
CCC(C(=O)NC1CC1)n1nc(C)c2c(C)n(-c3ccc(C)cc3)nc2c1=O (stereo unspecified)	0	0	-10	-10	2	3	-2	11
COc1ccc(N(CC(=O)NCCSCc2ccc(Cl)cc2)S(C)(=O)=O)cc1Cl	-2	19	2	13	-2	0	-12	11
CCC(=O)N/N=C(\C)CC(=O)Nc1ccc(F)cc1	13	-6	8	-21	-1	-5	-13	15
CC(C)COc1ccc(-c2cc(C(=O)NN)[nH]n2)cc1	-4	18	-15	0	1	-11	-14	14
COc1ccc(C(=O)OCC(=O)N2CCc3ccccc32)cc1S(=O)(=O)N1CCOCC1	-5	2	2	15	0	-3	18	3
COc1ccc(CN2CCCC(C(=O)Nc3cccc(-n4cccn4)c3)C2)c(F)c1 (stereo unspecified)	-1	18	-2	9	1	-4	4	3
NS(=O)(=O)c1ccc2c(c1)C1C=CCC1C(C1CC=CCC1)N2 (stereo unspecified)	11	47*	-2	29	-18	4	33	18
COc1nc(Oc2ccc(=O)n(C)n2)nc(N(C)C)n1	-9	2	0	2	1	5	6	14
CCc1cccc(CC)c1NC(=S)NC(C)c1ccccc1 (stereo unspecified)	17	-5	5	-15	0	-2	-17	24
COc1ccc(S(=O)(=O)N2CCOCC2)cc1NC(=O)COC(=O)CCS(=O)(=O)c1ccc(C)cc1	-3	.	.	-3	1	.	.	5
COc1ccc(N=Nc2cnc(C)nc2-c2ccccc2)cc1	-3	-6	0	26	4	-5	-4	45*
CCOC(=O)C(=O)Nc1sc(C(=O)N(CC)CC)c(C)c1C#N	-4	7	4	-10	0	-12	-9	36
COc1ccccc1N1CCN(C(=O)COc2cccc3ccccc23)CC1	6	21	6	0	4	-6	-12	2
CCN(CC(=O)Nc1cccc(OC)c1)C(=O)c1cnc(Cl)c(Cl)c1	-6	1	-6	7	1	-10	15	7

Some of these compounds in order of their number in PfGluPho inh, descending.
smiles	HKDC1 inhibitor	SENP7 block	PfGluPho inh	SENP1 FRET inh	SENP6 inh
COc1ccc2[nH]c(C)cc(=O)c2c1	-8	-7	10	1	-17
CCN(CC(=O)Nc1cccc(OC)c1)C(=O)c1cnc(Cl)c(Cl)c1	-6	-6	7	1	15
O=C(C1=C(O)C(=O)N(CCN2CCOCC2)C1c1cccnc1)c1cc2ccccc2o1 (stereo unspecified)	-13	3	-6	-3	3

Next results follow.
SMILES	HKDC1 inhibitor	Apaf-1 inh	SENP7 block	PfGluPho inh	SENP1 FRET inh	SENP8 block-1	SENP6 inh	SENP8 block-2
O=C(O)COc1ccc(-c2nc(-c3ccccc3)c(-c3ccccc3)[nH]2)cc1	-3	4	2	18	0	6	29	-296
COc1cccc(CN(CC(=O)NCC2CCCO2)C(=O)CNS(=O)(=O)c2ccccc2)c1 (stereo unspecified)	1	3	-7	-6	2	-8	-6	18
O=C(c1cccc2c1-c1ccccc1/C2=N/O)N1CCCCC1	2	0	8	-20	2	1	-9	-6
O=C(O)/C=C/C(=O)Nc1ccc2c(c1)NC(=O)CO2	-4	-4	-3	13	2	-7	-5	4
CCCCN(CCCC)CCCNC(=O)c1ccc2nc(-c3ccccc3NC(C)=O)c(=O)[nH]c2c1	-14	15	-13	-9	-8	-8	-5	-39
c1ccc(CSc2ccc(-c3ccc4c(c3)OCO4)nn2)cc1	-5	-7	27	-1	3	-11	14	20
COc1cc(Cl)ccc1OCc1cc(C(=O)NCC(C)(C)N2CCOCC2)no1	-1	-2	-13	-10	3	-15	-2	4
Cc1nccn1CCN(C)Cc1cn(Cc2ccccc2)nc1-c1ccc2c(c1)OCO2	-3	1	5	-14	1	1	-5	-4
CC1(C)CC2CC(C)(CN2CC(O)COc2ccccc2)C1 (stereo unspecified)	5	-1	-1	-16	0	-8	14	10
COc1ccccc1NC(=O)C1=C(C)NC2=C(C(=O)CCC2)C1c1ccc2c(c1)OCO2 (stereo unspecified)	-5	-15	1	-3	-29	3	-11	-301
CC(=O)c1ccc(NC(=O)C(C)Sc2nnc(C3CC3)n2C2CC2)cc1 (stereo unspecified)	-5	1	5	9	1	1	2	-3
Cc1ccc(C2(C)NC(=O)N(CC(=O)Nc3ccc4c(c3)OCO4)C2=O)cc1 (stereo unspecified)	-1	8	-8	-6	1	1	-19	10
Cc1ccc(NC2CCCN(C(=O)CSc3ccncc3)C2)cc1C (stereo unspecified)	3	-11	2	13	0	1	-12	6
CCN(CC)c1ccc(NC(=O)CSc2ccsc2[N+](=O)[O-])c(C)c1	-6	22	6	44	3	3	7	46*
COc1ccc(S(=O)(=O)N2CCN(CC(=O)Nc3cccc(F)c3)CC2)cc1	0	-3	15	5	1	-8	-4	23

Some of these compounds in order of heavy-atom count, low to high:
SMILES	HKDC1 inhibitor	Apaf-1 inh	SENP7 block	PfGluPho inh	SENP1 FRET inh	SENP8 block-1	SENP6 inh	SENP8 block-2
O=C(O)/C=C/C(=O)Nc1ccc2c(c1)NC(=O)CO2	-4	-4	-3	13	2	-7	-5	4
CC1(C)CC2CC(C)(CN2CC(O)COc2ccccc2)C1 (stereo unspecified)	5	-1	-1	-16	0	-8	14	10
c1ccc(CSc2ccc(-c3ccc4c(c3)OCO4)nn2)cc1	-5	-7	27	-1	3	-11	14	20
CCN(CC)c1ccc(NC(=O)CSc2ccsc2[N+](=O)[O-])c(C)c1	-6	22	6	44	3	3	7	46*
CC(=O)c1ccc(NC(=O)C(C)Sc2nnc(C3CC3)n2C2CC2)cc1 (stereo unspecified)	-5	1	5	9	1	1	2	-3
COc1ccc(S(=O)(=O)N2CCN(CC(=O)Nc3cccc(F)c3)CC2)cc1	0	-3	15	5	1	-8	-4	23
COc1cc(Cl)ccc1OCc1cc(C(=O)NCC(C)(C)N2CCOCC2)no1	-1	-2	-13	-10	3	-15	-2	4
COc1ccccc1NC(=O)C1=C(C)NC2=C(C(=O)CCC2)C1c1ccc2c(c1)OCO2 (stereo unspecified)	-5	-15	1	-3	-29	3	-11	-301
COc1cccc(CN(CC(=O)NCC2CCCO2)C(=O)CNS(=O)(=O)c2ccccc2)c1 (stereo unspecified)	1	3	-7	-6	2	-8	-6	18
CCCCN(CCCC)CCCNC(=O)c1ccc2nc(-c3ccccc3NC(C)=O)c(=O)[nH]c2c1	-14	15	-13	-9	-8	-8	-5	-39

Further compounds.
SMILES	HKDC1 inhibitor	Apaf-1 inh	SENP7 block	PfGluPho inh	SENP1 FRET inh	SENP8 block-1	SENP6 inh	SENP8 block-2
COc1cccc(/C=C2\SC(=S)N(CCC(=O)N3CCCCC3)C2=O)c1	-5	24	-3	-11	2	5	1	9
O=C(NNS(=O)(=O)c1ccc2ccccc2c1)NC1CCCCC1	-7	12	9	-2	1	-5	-8	-4
COc1cccc(C(=O)NCC(=O)NNc2ncnc(N)c2[N+](=O)[O-])c1	6	-15	2	1	3	-4	3	13
S=C1NC2=C(CCCC2=C2SCCS2)C(c2ccccc2)N1 (stereo unspecified)	9	13	3	-1	-1	-1	0	6
CC(C)c1ccc(NC(=O)c2ccccc2NC(=O)C2CCCCC2C(=O)O)cc1 (stereo unspecified)	0	2	-8	-18	1	-6	0	-67
Cc1[nH]c(C)c(S(=O)(=O)N2CCCCC2)c1C(=O)N1CCCC1	-7	-1	3	12	0	13	5	14
C=CCc1ccc(OCCOc2cccc3cccnc23)c(OC)c1	-2	16	-1	23	-2	-3	1	34
O=C(O)CC/C(=C/c1cccc(NC(=O)c2ccccc2Cl)c1)c1nc2ccccc2s1	7	.	.	-17	-12	.	.	i
Cc1csc(NC(C)c2nc3cc(Cl)c(N4CCCCC4)cc3n2CCOCCO)n1 (stereo unspecified)	1	8	-7	-4	0	8	17	-31
CCCSc1ccc(C(=O)Nc2ccc(F)cc2F)cn1	10	-1	68*	5	3	36	52*	14
COc1ccc(-n2c(C)cc(/C=C3/SC(=S)N(C)C3=O)c2C)cc1	-6	.	.	13	-27	.	.	19
CC(C)(C)n1nnnc1C(c1cccc(C(F)(F)F)c1)N1CCC(O)CC1 (stereo unspecified)	-11	-4	-1	-12	-1	2	-14	-1
N#C/C(=N\Nc1ccccc1F)c1nc(-c2ccccc2)cs1	-5	6	-2	2	-69	-15	-20	20
Cc1nnc(SCc2cc(=O)[nH]c(/N=C(\N)Nc3ccccc3Sc3ccccc3)n2)s1	-4	26	-4	-4	2	-11	-14	3
COc1c(O)cccc1[C@@H](O)C1CCN(CCc2ccc(F)cc2)CC1	-1	-5	-2	7	8	-1	2	23
CC(=O)c1c(C)[nH]c(C(=O)NCCc2ccc(Cl)cc2)c1C	-13	-2	9	9	2	4	9	8
O=C(COc1cc2oc(=O)c3c(c2cc1Cl)CCC3)Nc1ccc(CN2CCOCC2)cc1	0	12	-5	-4	3	-1	-7	-22
